PMI inhibition: human PMI inhibitors, high substrate, primary screen, biochemical, fluorescence intensity, high mannose 6-phosphate (AID 1220); Mannose-6-phosphate isomerase (Homo sapiens); recombinant PMI enzyme, coupled fluorescence intensity; higher % means a stronger effect; inhibition, % at 20 µM; hits with a dose series show IC50 in µM; 190,000 compounds, 0.66% hits
TNAP activation fold: human TNAP enzyme activators, primary screen, biochemical, luminescent, no phosphate acceptor, uHTS (AID 1001); 200,000 compounds, 0.03% hits; purified TNAP, luminescent activation assay, no phosphate acceptor; higher activation fold means a stronger effect; activation fold at 20 µM; hits with a dose series show EC50 in µM; in the data active = activation fold from about 3, or a potency from the dose series; inactive = the rest, 99 in 100 with activation fold below about 1.6; note: many of its hits are not listed in these tables
KOR beta-arrestin-1: KOR antagonists, beta-arrestin recruitment, cell-based, luminescence, uHTS (AID 1778) | KOR beta-arrestin recruitment, luminescence, antagonist mode; higher % means a stronger effect | one-dose inhibition, % at 10 µM; IC50 in µM for titrated hits | 290,000 compounds, 0.091% hits; note: strong numbers were not always called active
HEK293 NOD2/NF-kB: NOD2 signaling inhibitors, cell-based, luminescence, uHTS, HEK293 (AID 1566); HEK293 NOD2/NF-kB luciferase reporter, luminescence; higher % means a stronger effect; 290,000 compounds, 0.63% hits; one-dose inhibition, % at 4 µM; EC50 in µM for titrated hits; note: many of its hits are not listed in these tables
PMI inhibitors: inhibitors of human PMI, primary screen, biochemical, fluorescence intensity, coupled assay (AID 1209); inhibition, % at 20 µM, or IC50 in µM where a hit was titrated; 190,000 compounds, 0.42% hits; purified PMI enzyme, coupled fluorescence intensity; higher % means a stronger effect;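 note: plate controls were DMSO vehicle for no effect and wells lacking substrate for full effect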
XIAP displacement: XIAP antagonists, biochemical, IAP family, fluorescence polarization (AID 1018); XIAP BIR domain, fluorescence polarization peptide displacement; higher % means a stronger effect; one-dose displacement, % at 20 µM; IC50 in µM for titrated hits; 200,000 compounds, 0.007% hits; E3 ubiquitin-protein ligase XIAP (Homo sapiens); in the data active = displacement above about 50%; note: a part of the inactive calls stands beside numbers as strong as those of hits
NOD1 inhibition: NOD1 signaling inhibitors, primary screen, cell-based, luminescence, uHTS (AID 1578) | NOD1-driven NF-kB luciferase reporter cells, luminescence; higher % means a stronger effect | one-dose inhibition, % at 4 µM; EC50 in µM for titrated hits | 290,000 compounds, 1% hits; in the data active = inhibition mostly above about 36%, no sharp cut-off; inactive = mostly below about 34%;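 note: HEK-293T reporter cells stimulated with the NOD1 agonist gamma-tri-DAP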
KOR beta-arrestin-2: KOR agonists, beta-arrestin recruitment, primary screen, cell-based, luminescence, uHTS (AID 1777). one-dose activation, % at 10 µM; EC50 in µM for titrated hits. Kappa-type opioid receptor (Homo sapiens). KOR beta-arrestin recruitment, luminescence; higher % means a stronger effect. 280,000 compounds, 0.02% hits; in the data active = activation above about 50%, passing the limit was not always enough; note: a part of the inactive calls stands beside numbers as strong as those of hits
LYP inhibition: inhibitors of LYP phosphatase, biochemical, fluorescence intensity, uHTS (AID 1779) | 290,000 compounds, 0.054% hits | Tyrosine-protein phosphatase non-receptor type 22 (Homo sapiens) | one-dose inhibition, % at 11.5 µM; IC50 in µM for titrated hits | recombinant LYP phosphatase, fluorescence intensity; higher % means a stronger effect;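 note: plate controls were vehicle with enzyme for no effect and no enzyme for full effect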
* = called active by the depositor; nt = not tested or not shown; [ ] = dose if it differs, or a comment. Cut-off read from the data, not from the text of the source, unless noted: active = inhibition above about 50%; inactive = the rest.

SMILES | PMI inhibition | TNAP activation fold | KOR beta-arrestin-1 | HEK293 NOD2/NF-kB | PMI inhibitors | XIAP displacement | NOD1 inhibition | KOR beta-arrestin-2 | LYP inhibition
CCS(=O)(=O)NCCc1csc(-c2ccccc2)n1 | 6% | 1.1 | 2% | -11% | 8% | -5.1% | -23% | 3.5% | -3%
Cc1cccc2c(C(=O)N3CCN(C(=O)c4ccco4)CC3)cc(-c3cccc(Br)c3)nc12 | 2% | 1 | -84%[20 µM] | 11% | 1% | -7.1% | -29% | 1.4% | 4%
O=[N+]([O-])c1cc(C(F)(F)F)ccc1-n1nnc2ccccc21 | 18% | 1.1 | -6% | 8% | 25% | 4.1% | -28% | -5.6% | -2%
Cc1ccc(S(=O)(=O)c2c[nH]c3ccc(C)cc3c2=O)cc1 | nt | nt | 6% | 5% | nt | nt | 0% | -4.8% | -7%
Cc1ccc(-c2csc(NC(=O)COC(=O)c3cccc(S(=O)(=O)N4CCOCC4)c3)n2)cc1 | 10% | 0.9 | 10% | -149% | -5% | -4.7% | -85% | -0.8% | -6%
Cc1ccc2c(c1)sc1nc(=O)n(-c3ccccc3)c(=O)n12 | nt | nt | 17% | 14% | nt | nt | -3% | -1.1% | -7%
CN1CCN(C(=S)Nc2ccc(S(N)(=O)=O)cc2)CC1 | 4% | 1.1 | 2% | -8% | 4% | -4.2% | -40% | -0.2% | 6%
COc1ccc(C(=O)NC2CCCc3ccccc32)cc1[N+](=O)[O-] (configuration not stated) | nt | nt | -44% | 0% | nt | nt | 18% | 0.6% | -9%
CN(C)S(=O)(=O)c1cccc(NC(=O)Cc2ccc(Cl)cc2)c1 | -3% | 1.1 | -10% | 2% | -6% | -13% | -21% | 4.1% | 5%
CC(C)c1cc(=O)n2[nH]c(SCc3ccccc3)nc2n1 | nt | nt | -20% | -5% | nt | nt | -1% | -3.8% | -4%
COc1ccc(N2C(=O)C3C(C2=O)C(C(=O)c2ccccc2)N2CCCC32)cc1 (configuration not stated) | nt | nt | 19% | 11% | nt | nt | -4% | -0.8% | -8%
CCC(C)NC(=O)c1cnn2c1NC(c1cccs1)CC2C(F)(F)F (configuration not stated) | -3% | 1.1 | -44% | 7% | 4% | -1.8% | 7% | 1.1% | -6%
CC(=O)Oc1cccc(/C=C2\C=C(c3ccc(C)cc3)OC2=O)c1 | 9% | 1 | -1%[20 µM] | -1% | 17% | 0.5% | -27% | -4.7% | -1%
CN1CCC(N(C)CC(=O)Nc2ccc3c(c2)OC(F)(F)O3)CC1 | nt | nt | -18% | 0% | nt | nt | -9% | 3.5% | 0%
Cc1cc(Nc2ccc(Br)cc2)n2nc(C)nc2n1 | -6% | 1 | 12% | -2% | -16% | -1.4% | -23% | -2.0% | -1%
CC(=O)Nc1ccc(S(=O)(=O)N2CCN=C2c2ccccc2)cc1 | nt | nt | -26% | 8% | nt | nt | -5% | 10% | -7%
CCCNc1cc(=O)n(C)c(=O)n1C | 0% | 1 | -18% | -1% | -6% | -7.0% | -16% | -5.6% | -1%
Cc1cc(C)nc(SCc2ccccc2C#N)n1 | -1% | 1.1 | 20% | 14% | -4% | -3.8% | 2% | -3.6% | -4%
CC1=CC(C)(C)NC(=S)N1c1ccc(C)c(C)c1 | -12% | 1 | -5% | 7% | -11% | -5.3% | -1% | -4.3% | -8%
O=C(CN1C(=O)C2C3c4ccccc4C(c4ccccc43)C2C1=O)Nc1cccc(C(=O)O)c1 (configuration not stated) | 0% | 1.1 | -39% | -6% | 2% | 1.9% | -39% | 3.7% | -3%
COc1cc(OC)cc(C(=O)OCC(=O)Nc2sccc2C(N)=O)c1 | 13% | 1 | -51% | 22% | 15% | -2.8% | -49% | -1.5% | -4%
O=C(COc1ccc(Cl)cc1)Nc1nnc(-c2ccco2)o1 | -7% | 1.1 | 7% | -4% | -23% | -4.5% | -39% | -2.0% | 2%
Cc1ccc(-n2c(C)cc(/C=C(\C#N)C(=O)NCC3CCCO3)c2C)cc1 (configuration not stated) | 17% | 1.1 | -2% | -201% | 22% | -2.9% | -23% | 5.8% | -2%
O=C(COC(=O)/C=C/C(=O)N1CCN(c2ccccc2)CC1)NC(c1ccccc1)c1ccccc1 | 13% | 1.1 | -24% | -13% | 9% | -14% | 76%* | 2.7% | -6%
CC(C)(C)[C@H]1C=C(C(=O)N2CCN(Cc3ccc4c(c3)OCO4)CC2)O[C@@H](OCc2ccc(CO)cc2)C1 | 3% | 1.1 | -4% | -23% | 7% | -3.2% | -10% | 2.5% | -5%
COc1ccc(NC(=O)C2C3C=CC4(O3)C2C(=O)N(CCN2CCCCC2)C4C(=O)NC2CCCC(C)C2C)cc1 (configuration not stated) | nt | nt | -20% | -12% | nt | nt | -16% | 4.2% | 2%
O=C(CN1C(=O)NC2(CCCc3ccccc32)C1=O)NCC(F)(F)F (configuration not stated) | nt | nt | -28% | -9% | nt | nt | -5% | 5.9% | 0%
O=C(NCc1ccco1)c1ccc(CN2CCOCC2)cc1 | -10% | 1.1 | -27% | -8% | -5% | -1.4% | 7% | 7.1% | -9%
O=c1ccc(Br)c[nH]1 | 16% | 1.1 | -28% | 3% | -4% | -2.5% | -18% | 1.6% | -8%
Cc1ccccc1Nc1nnc(SCC2CCCCO2)s1 (configuration not stated) | -6% | 1.1 | 4% | 10% | -4% | -36% | -32% | 5.3% | 3%
COC(=O)c1ccc(COC(=O)CCS(=O)(=O)c2ccc(C)cc2)cc1 | 2% | 1 | 5% | -3% | 4% | -3.9% | -19% | -3.0% | -5%
O=C(Nc1ccc(Nc2ccccc2)cc1)Nc1ccccc1Cl | nt | nt | 5% | -143% | nt | nt | -13% | 5.7% | -2%
Cc1cc(-c2nnc(CCC(=O)NCc3cc(F)cc(C(F)(F)F)c3)o2)no1 | nt | nt | 8% | 6% | nt | nt | -11% | -1.5% | -11%
O=C(Oc1ccc(-n2cnnn2)cc1)c1ccccc1 | -4% | 1.1 | -15%[20 µM] | 8% | -2% | -1.4% | -7% | 0.3% | -2%
O=C(NCc1ccco1)c1cc2ccccc2c(=O)o1 | 1% | 1 | 10% | -2% | 8% | -7.0% | -5% | -1.1% | -9%
CCN(CC)S(=O)(=O)c1ccc(N2CCN(C)CC2)c(NC(=O)c2cc(=O)c3ccccc3o2)c1 | nt | nt | -13% | 5% | nt | nt | -16% | -2.5% | -4%
CCOC(=O)CC(=O)CSc1nc(C)nc2c1oc1ccccc12 | -8% | 1.1 | 3% | 10% | 1% | -6.7% | 8% | -1.2% | -13%
CNC(=O)c1cc2c(=O)n3cc(C)ccc3nc2n(C(C)C)c1=N | 1% | 1.1 | 38% | -1% | -1% | -6.0% | 4% | 9.5% | -44%
Cc1ccc(N2CN(CCC3=CCCCC3)CNC2=S)cc1 | nt | nt | 18% | 2% | nt | nt | -12% | 4.0% | 0%
CCOC(=O)c1ccn(-c2nc(-c3ccco3)cc(C(F)(F)F)n2)n1 | -4% | 1 | 1% | 5% | 2% | 1.1% | -28% | -3.7% | 2%

Part of the list above, as tab-separated lines:
Compound	PMI inhibition	TNAP activation fold	KOR beta-arrestin-1	HEK293 NOD2/NF-kB	PMI inhibitors	XIAP displacement	NOD1 inhibition	KOR beta-arrestin-2	LYP inhibition
CNC(=O)c1cc2c(=O)n3cc(C)ccc3nc2n(C(C)C)c1=N	1%	1.1	38%	-1%	-1%	-6.0%	4%	9.5%	-44%
Cc1ccc(-c2csc(NC(=O)COC(=O)c3cccc(S(=O)(=O)N4CCOCC4)c3)n2)cc1	10%	0.9	10%	-149%	-5%	-4.7%	-85%	-0.8%	-6%
Cc1ccc(S(=O)(=O)c2c[nH]c3ccc(C)cc3c2=O)cc1	nt	nt	6%	5%	nt	nt	0%	-4.8%	-7%
Cc1cc(Nc2ccc(Br)cc2)n2nc(C)nc2n1	-6%	1	12%	-2%	-16%	-1.4%	-23%	-2.0%	-1%
O=C(Nc1ccc(Nc2ccccc2)cc1)Nc1ccccc1Cl	nt	nt	5%	-143%	nt	nt	-13%	5.7%	-2%
CCC(C)NC(=O)c1cnn2c1NC(c1cccs1)CC2C(F)(F)F (configuration not stated)	-3%	1.1	-44%	7%	4%	-1.8%	7%	1.1%	-6%

Further results follow.
SMILES | PMI inhibition | TNAP activation fold | KOR beta-arrestin-1 | HEK293 NOD2/NF-kB | PMI inhibitors | XIAP displacement | NOD1 inhibition | KOR beta-arrestin-2 | LYP inhibition
O=C1C2C3CC(C(Br)C3Br)C2C(=O)N1CC1CCCO1 (configuration not stated) | nt | nt | 11% | 3% | nt | nt | -12% | -0.8% | -7%
C=CCOC(=O)C1=C(C)OC(N)=C(C#N)C1c1ccccc1F (configuration not stated) | 15% | 1.1 | -43% | -3% | 15% | -1.1% | 29% | 1.4% | -8%
CNC(=S)Nc1ccccc1-c1ccccc1 | 3% | 1 | -12% | 10% | -5% | -5.9% | -1% | 1.6% | -6%
O=C(O)c1ccc(CNC(=O)C2CCCN2C(=O)OCc2ccccc2)cc1 (configuration not stated) | nt | nt | -3% | 9% | nt | nt | 5% | 2.8% | -9%
O=C(Nc1ccncc1)c1cc2ccccc2o1 | -5% | 1 | -19% | -22% | 8% | -3.8% | -14% | 2.7% | -3%
O=C(c1cc2nc(-c3cccs3)cc(C(F)(F)F)n2n1)N1CCCc2ccccc21 | 6% | 1 | -7% | 25% | 14% | -7.4% | 20% | -4.1% | -3%
Cc1ccc(S(=O)(=O)C2CCCCC2=O)cc1 (configuration not stated) | -11% | 1.1 | -55% | -9% | -12% | -9.1% | -9% | 6.2% | -3%
O=C(N/N=C/c1cccnc1)c1ccccc1Cl | nt | nt | -12% | 6% | nt | nt | -6% | -3.5% | -8%
CC(C)(CNC(=O)CCC1CCCC1)CNC(=O)CCC1CCCC1 | nt | nt | -17% | 11% | nt | nt | 13% | 2.3% | -5%
O=C(c1ccccc1)N1CCC(c2nc(-c3ccc(S(=O)(=O)N4CCOCC4)cc3)no2)CC1 | 1% | 1.1 | 8% | 21% | -3% | -1.1% | 18% | -1.4% | -9%
O=C(O)c1cccc(-n2nc(-c3ccc(Cl)c([N+](=O)[O-])c3)c3ccccc3c2=O)c1 | nt | nt | -43% | 8% | nt | nt | -12% | 3.2% | -11%
Cc1onc(-c2ccccc2Cl)c1C(=O)NC(=S)NCCc1ccccc1 | 18% | 1.1 | nt | 9% | 12% | 0.2% | -21% | 9.1% | 0%
CC(=O)Nc1ccc(OCc2nnc(-c3ccc(Cl)cc3)o2)cc1 | -5% | 1.1 | -12% | -5% | 4% | -4.1% | -28% | -4.0% | 1%
COc1ccc(N2CCN(C(=O)c3ccc4c(=O)n5c(nc4c3)CCCCC5)CC2)cc1 | nt | nt | 5%[20 µM] | 1% | nt | nt | -28% | -1.6% | -7%
CO/N=C(/CS(=O)Cc1ccc(Cl)cc1)c1ccc(Cl)cc1 (configuration not stated) | 13% | 1.1 | -20% | 15% | 11% | -6.2% | -16% | -2.0% | 1%
O=c1c(-c2ccccc2)coc2c(CN3CCOCC3)c(O)ccc12 | 14% | 1 | 14% | 20% | 22% | -5.9% | -11% | -2.5% | -7%
Cc1cc(-c2nnc(SCC(=O)NC3CCCC3)o2)no1 | 2% | 1.1 | -22% | 17% | 2% | -6.9% | -13% | 3.4% | -4%
CN(C)CCCN1C(=O)C2CCc3[nH]c4ccccc4c3C2C1=O (configuration not stated) | 15% | 1 | 12%[20 µM] | -20% | 9% | -14% | 30% | 0.4% | -3%

High-throughput results as filed in PubChem.

These rows are one share of the data, so the mix of outcomes need not match the whole.
